Screening data as filed in PubChem.
MC4R antagonist = human MC4R antagonism in cAMP assay | P32245 | MC4R-expressing cells, MTII-stimulated cAMP, LANCE TR-FRET | inhibition, % at 6.5 µM | 0.48% of 360,000 active | AID 540295;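 active means inhibition above its plate's cutoff, the mean of tested wells on that plate plus 3 SD, cut at about 29% in these data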;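 further: 0% = Melanotan II alone and 100% = Melanotan II plus saturating MCL0020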
Target sequence (P32245 whole entry, looked up): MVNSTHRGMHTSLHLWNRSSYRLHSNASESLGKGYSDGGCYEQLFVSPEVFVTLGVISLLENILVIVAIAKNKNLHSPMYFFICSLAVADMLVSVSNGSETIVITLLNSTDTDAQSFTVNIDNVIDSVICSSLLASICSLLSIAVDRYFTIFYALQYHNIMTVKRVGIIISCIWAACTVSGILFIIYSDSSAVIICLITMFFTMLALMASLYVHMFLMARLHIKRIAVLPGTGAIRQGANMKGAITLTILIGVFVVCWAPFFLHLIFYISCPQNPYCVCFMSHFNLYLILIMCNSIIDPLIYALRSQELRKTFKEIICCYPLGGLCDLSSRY
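Material: human MC4R-expressing U2OS cells. Probe or stimulus: Melanotan II challenge. Dosing: 6.5 µM single dose. Times: 30-min compound, 1-h challenge, 1-h detection, room temperature. Technique: TR-FRET with Eu-cAMP and labeled anti-cAMP, 671 nm. Replication: singlicate.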
ABCB6 inh MLPCN = blocks the human ABCB6 transporter; Q9NP58; K562-ABCB6 porphyrin accumulation, flow cytometry, 1 h; stronger effect = lower value; fluorescence ratio to DMSO, % at 10 µM; 0.19% of 360,000 active; AID 602162;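 active means fluorescence ratio to DMSO below 75%, the collection mean minus 3 SD; inconclusive means too few cells collected in the well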;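 further: signal is porphyrin accumulated inside mitochondria; 100% equals median channel fluorescence of DMSO control wells; lower ratio means ABCB6 inhibition with less porphyrin fluorescence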
PDI inh = blocks human protein disulfide isomerase activity | 0.052% of 350,000 active | P07237 | inhibition, % at 10 µM | AID 588391 | PDI insulin aggregation turbidity, A650, 90 min;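 active means mean inhibition across replicates of 30% or more, whatever share of single replicates reach that level; inconclusive means mean inhibition below 30% while every single replicate reaches 30%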;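 further: absorbance from insulin aggregation driven by PDI reduction with DTT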
Target sequence (P07237 whole entry, looked up): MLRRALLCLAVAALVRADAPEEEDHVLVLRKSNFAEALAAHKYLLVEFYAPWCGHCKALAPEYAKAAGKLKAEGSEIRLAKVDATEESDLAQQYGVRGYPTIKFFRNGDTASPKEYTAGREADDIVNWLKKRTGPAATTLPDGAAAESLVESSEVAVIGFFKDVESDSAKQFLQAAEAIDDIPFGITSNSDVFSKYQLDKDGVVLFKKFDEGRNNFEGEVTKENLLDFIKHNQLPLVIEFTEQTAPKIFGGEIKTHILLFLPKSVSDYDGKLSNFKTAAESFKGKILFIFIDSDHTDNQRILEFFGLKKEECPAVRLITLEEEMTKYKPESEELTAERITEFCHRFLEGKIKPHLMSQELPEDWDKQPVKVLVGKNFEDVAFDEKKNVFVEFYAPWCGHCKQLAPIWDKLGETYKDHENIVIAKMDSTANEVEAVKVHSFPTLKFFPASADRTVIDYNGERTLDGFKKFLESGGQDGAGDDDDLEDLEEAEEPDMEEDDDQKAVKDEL
CaV13 FRET inh = Primary screen for inhibitors of IQ motif and Ca2+-dependent inactivation inhibitor domain binding in CACNA1D, Förster resonance energy transfer in living cells, …; HEK cells, CFP/YFP FRET ICDI-IQ, plate reader, 10 min; percent FRET-ratio fall versus neutral wells; inhibition, % at 12.3 µM; 0.098% of 340,000 active; AID 743397;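 active means mean replicate inhibition of at least 30% and at least 1% of replicates passing that level; inconclusive means only one of the two criteria is met; inactive means neither criterion is met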;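 further: 0% = median of the neutral control wells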
HTR2A ag = activates the mouse 5-HT2A serotonin receptor; 0.66% of 360,000 active; activation, % at 7.6 µM; P35363; CHO-K1 mHTR2A beta-arrestin complementation, luminescence; percent of 30 µM serotonin response; AID 624169;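 active means activation above a run cutoff, the mean activation of all tested compounds plus 3 SD, cut at about 14% in these data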;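 further: 0% = plate median of compound wells and 100% = 30 µM serotonin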
H9c2 protect = protects H9c2 cardiomyocytes from peroxide injury; H2O2 injury protection, ATPLite, 2 h; protection from H2O2 cell death, % at 20 µM; 0.63% of 360,000 active; AID 588492;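 active means compounds giving at least 50% protection of heart cells from peroxide-induced death in the single-dose screen, raw or plate-pattern-corrected value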;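 further: 0% = DMSO wells with peroxide and 100% = DMSO wells without peroxide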
Vif inh = blocks HIV Vif function. HEK293T cells, Vif self-association by quenched fluorescence, imaging, 24 h. inhibition, % at 7.49 µM. 0.35% of 340,000 active. AID 602346; in the data active means inhibition above about 50%, passing the limit was not always enough; inconclusive means no clear call, values can overlap the other calls; inactive means below about 31%; further: some results filed as inactive read as strong as hits
N-glyco inh = N-linked glycosylation inhibition; D54 ERlucT glycosylation luciferase reporter, 24 h; percent of 100 nM tunicamycin response; reporter increase, % at 12.5 µM; 0.23% of 360,000 active;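 active means mean luciferase reporter signal, scaled so untreated is 0 and the glycosylation-blocking control 100, at or above a set limit in every replicate; inconclusive means mean reaches the limit but not every replicate does; inactive means mean below the limit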;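 further: luciferase carries N-glycosylation sites so blocking glycosylation raises the light; 0% = median of neutral control wells and 100% = median of 100 nM tunicamycin wells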
MC4R barr agon = activates human MC4R beta-arrestin recruitment; P32245; U2OS MC4R beta-arrestin complementation, luminescence; percent of melanotan II response, DMSO zero; activation, % at 8.9 µM; 0.98% of 360,000 active; AID 540308;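 active means activation above a per-plate cutoff, the mean activation of sample wells on that plate plus 3 SD, cut at about 8% in these data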
aDG glyco up = increases alpha dystroglycan glycosylation; Pro5-aDG cells, alpha-DG glycosylation AlphaScreen (IIH6); 0% Pro5, 100% B10-LARGE cell signal; activation, % at 10 µM; 0.22% of 360,000 active;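 active means activation of at least 8% versus controls, or a plate z-score of at least 8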;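 further: Pro5 are CHO cells carrying HIG-tagged alpha-DG that lacks glycosylation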
Active calls of the source: *; ? = inconclusive; nt = no result given.

Value order – HTR2A ag	MC4R barr agon	CaV13 FRET inh	aDG glyco up	Vif inh	PDI inh	N-glyco inh	ABCB6 inh MLPCN	H9c2 protect	MC4R antagonist
> Cc1cccc(C)c1N1C(=O)CCC(C)(C)C1=O
→ -0.7	-1.5	-20.4	-0.1	12.8	2.4	-1.2	97.0	1.5	0.5
> Oc1ccccc1CNCC12CC3CC(CC(C3)C1)C2
→ -8.4	1.2	-1.9	0.4	-6.0	-6.4	-4.9	99.0	-6.0	3.3
> CC1CCC(NS(=O)(=O)c2ccc(Cl)nc2)CC1 (configuration not stated)
→ 3.2	4.9	-4.1	-0.3	-11.0	-4.8	0.9	96.0	-9.1	8.3
> Cc1ccc(N/C=C/C(=O)c2cccs2)cc1C
→ -3.9	-1.9	-25.2	-0.1	5.6	1.4	-17.2	102.0	-21.6	-1.3
> CC(C)C[C@H](NC(=O)Nc1ccc(Oc2ccccc2)cc1)C(=O)O
→ -3.8	-1.1	-3.4	-0.3	4.6	23.2	0.8	98.0	-1.6	11.2
> Cc1ccc(S(=O)(=O)c2c(N)n(CCCN(C)C)c3nc4ccccc4nc23)cc1
→ 1.5	1.4	-18.7	0.0	-0.5	4.7	-2.5	97.0	10.8	1.7
> COc1cccc(/C=N/NC(=O)c2cc3cc([N+](=O)[O-])ccc3s2)c1O
→ -7.2	-3.5	-3.4	0.3	0.5	-5.0	-16.2	97.0	-3.5	-10.9
> COc1ccc(CNC(=O)CS(=O)Cc2nc(-c3ccccc3C)oc2C)cc1 (configuration not stated)
→ -3.2	-0.9	-3.1	-0.1	11.2	nt	1.3	100.0	-8.6	8.3
> COc1ccc(-n2nnnc2SCC(=O)N2CCOCC2)cc1
→ 4.3	-1.6	-6.8	5.8	8.9	1.9	3.4	96.0	4.3	5.3
> COCCNC(=O)C(C)N(c1ccc(Oc2ccccc2)cc1)S(C)(=O)=O (configuration not stated)
→ -2.8	0.0	nt	-0.3	-10.3	10.7	-0.3	96.0	5.4	0.3
> CCN(CC)C(=O)c1ccc(COc2ccccc2Cl)cc1
→ -4.2	-0.9	-5.2	0.0	-5.5	-0.7	2.2	90.0	-12.1	-9.3
> CCCCc1nc2cc(C(=O)NCc3cn(C)nc3C)ccc2o1
→ 4.8	-2.9	-6.8	0.7	-13.2	-6.5	-4.0	87.0	-11.0	-4.5
> Cc1cc(C(=O)N/N=C2\CCCC(=O)C2)c(C)n1-c1ccccc1
→ 0.8	-0.3	-5.6	-0.4	-11.7	-1.8	-4.7	96.0	6.7	-1.3
> CSCCC(NC=C1C(=O)OC(C)(C)OC1=O)C(=O)O (configuration not stated)
→ 2.9	-1.2	-4.2	-0.2	4.3	3.5	-0.5	91.0	5.6	-0.6
> C/C(=C/C(=O)Nc1cccc(F)c1)N1CCCC1
→ -0.6	0.1	-4.6	-0.5	1.8	1.1	2.7	102.0	9.1	11.6
> COCCN1C(=O)C(=O)/C(=C(/O)c2ccc3c(c2)OCCO3)C1c1ccc(C(=O)OC)cc1 (configuration not stated)
→ 0.1	-1.2	nt	-0.3	5.4	-15.4	-7.0	113.0	0.0	6.3
> O=C(CCCOc1ccc(Cl)cc1Cl)NCC1CCCO1 (configuration not stated)
→ -1.4	-0.3	nt	-0.1	-12.4	-9.4	0.6	98.0	-20.3	3.2
> CSc1ncccc1C(=O)OC(C)C(=O)Nc1ccc2c(c1)OCCO2 (configuration not stated)
→ 3.2	1.3	-11.9	-0.1	0.2	8.9	0.7	93.0	4.1	7.4
> O=c1c2c3nc4ccccc4nc3n(/N=C/c3ccccn3)c2ncn1-c1ccccc1
→ 0.8	-1.0	-12.6	-0.2	0.2	-3.9	14.2	93.0	35.3	8.3
> CCN1CCN(CC(=O)Nc2ccc(S(=O)(=O)N3C(C)CCCC3C)cc2)CC1 (configuration not stated)
→ 6.4	-1.1	-3.2	-0.1	-5.1	0.4	-4.4	83.0	1.4	-1.4
> CN(CCOc1ccc(Cl)cc1)C(=O)CN1C(=O)NC2(CCCCC2)C1=O
→ 12.1	-0.7	-2.4	0.1	2.0	-3.2	7.3	102.0	-1.1	16.1
> O=[N+]([O-])c1cccc(COc2cccc(CO)c2)c1
→ 1.2	-0.2	-6.1	-0.1	-4.4	-3.2	1.0	97.0	7.4	-4.3
> CN1C(=O)/C(=C\c2ccccc2OCc2ccccc2)SC1=S
→ 2.9	1.2	-4.2	-0.1	-1.2	3.7	0.3	93.0	-2.1	4.7
> CCOc1ccc(C2c3c(oc4ccccc4c3=O)C(=O)N2CCCN2CCOCC2)cc1 (configuration not stated)
→ -2.2	-1.1	nt	-0.1	nt	-5.1	2.3	95.0	8.8	3.8
> O=C(NC(=O)c1ccccc1)OCCN1C(=O)c2ccccc2C1=O
→ -1.1	-1.4	6.2	-0.1	-3.3	5.9	0.2	98.0	3.7	-1.1
> COc1ccc(-c2cc(=O)oc3cc4occ(C)c4cc23)cc1
→ 6.6	3.8	-4.0	0.1	-8.8	-10.0	-3.9	108.0	3.3	9.7
> COC(=O)c1ccc(COC(=O)c2ccc(CO)cc2)o1
→ -3.0	-3.6	2.0	0.0	3.9	9.6	-0.2	92.0	-2.3	7.1
> CCOC(=O)C1=C(C)N=c2s/c(=C\c3cccn3C)c(=O)n2C1c1cccc(OC)c1OC (configuration not stated)
→ -2.5	-1.8	nt	-0.3	-1.9	0.4	-2.5	150.0	20.1	2.7
> O=C(/C=C/c1ccccc1)NC(=S)NNC(=O)Cc1cccs1
→ 3.8	-0.8	-3.2	0.0	-0.9	0.2	-0.9	90.0	14.4	8.9
> Cc1cc(C(F)F)n2nc(C(=O)Nc3cccnc3Cl)nc2n1
→ -3.7	-1.7	-5.3	-0.2	12.5	-1.0	-5.6	103.0	1.4	-2.7
> COc1ccc(N=Nc2c(N)n[nH]c2N)cc1
→ -1.4	-3.0	-1.0	-0.1	-4.6	11.8	-2.3	94.0	-1.1	-19.1
> CC(=O)C(Cc1ccc(Cl)nc1)Cc1ccc(Cl)nc1
→ 2.3	-3.2	-0.2	0.0	-2.8	-5.0	2.7	98.0	-1.0	-0.6
> CCCNC(=O)COc1coc(CN2CCN(c3ccccc3F)CC2)cc1=O
→ -4.6	1.3	-7.3	0.1	-1.8	1.1	-0.2	95.0	-1.0	-0.8
> Cc1cccc(-n2c(SC(C)C(=O)O)nc3sc4c(c3c2=O)CCCC4)c1 (configuration not stated)
→ -1.0	-1.4	-3.7	-0.1	-9.5	-8.7	2.6	103.0	0.6	17.6
> COc1ccccc1CNC(=O)COC(=O)[C@H](Cc1c[nH]c2ccccc12)NC(=O)c1cccs1
→ -0.3	-1.1	-5.2	-0.2	nt	2.3	2.2	97.0	0.8	23.6
> O=C1CC(N2CCC(c3nc4ccccc4[nH]3)CC2)C(=O)N1c1ccccc1F (configuration not stated)
→ -0.2	3.3	-2.0	-0.1	22.0	1.3	-0.1	93.0	-1.6	1.5
> COc1ccc(NC(=O)Cc2coc3ccc4ccccc4c23)cc1S(=O)(=O)N1CCOCC1
→ -0.5	-1.6	-5.8	0.0	7.9	-7.5	-0.1	100.0	-1.1	7.4
> COc1ccc(CSCC(=O)Nc2ccccc2SC)cc1
→ -3.8	-0.9	-6.2	-0.1	8.1	-8.1	15.6	102.0	1.1	13.9
> COCCNC(=O)c1ccc2c(c1)nc(C)n2-c1cccc(Cl)c1
→ 2.6	-1.5	-19.5	0.1	-1.3	21.3	1.8	97.0	4.6	10.9
> CC(C)CCN1CCC(N)=NC1=O
→ 4.6	-0.5	1.7	0.2	1.2	-0.5	-0.2	95.0	6.7	4.2
> O=C(NC1CCCCC1)C(c1ccncc1)N(Cc1ccc2c(c1)OCO2)C(=O)c1cnsn1 (configuration not stated)
→ -1.3	1.1	nt	-0.1	?	8.1	0.9	107.0	11.8	4.2
> O=C(c1cc2cc(C(F)(F)F)ccc2s1)N1CCOCC1
→ 4.8	-2.8	-6.9	0.0	12.9	-6.6	2.6	99.0	3.4	-2.6
> Cc1cc(C)nc(NS(=O)(=O)c2ccc(NC(=O)C3(c4ccccc4)CCCC3)cc2)n1
→ 1.2	-0.4	-5.1	-0.2	-3.6	1.2	0.1	85.0	-3.2	-1.9
> COc1cccc(N2CC(C(=O)Oc3ccc4ccccc4c3)CC2=O)c1 (configuration not stated)
→ 3.5	5.1	-8.6	-0.2	-1.6	-3.5	3.1	100.0	-0.5	18.7
> CN(CCc1ccccn1)C(=O)c1ccc(OC2CCN(Cc3ccccn3)CC2)cc1
→ 7.4	-1.1	-5.8	-0.1	1.0	-0.8	-0.2	91.0	-1.6	0.4

Copied from the list:
`COCCNC(=O)c1ccc2c(c1)nc(C)n2-c1cccc(Cl)c1` in Vif inh = -1.3
`COc1ccc(NC(=O)Cc2coc3ccc4ccccc4c23)cc1S(=O)(=O)N1CCOCC1` in CaV13 FRET inh = -5.8

Following part:
Value order – HTR2A ag	MC4R barr agon	CaV13 FRET inh	aDG glyco up	Vif inh	PDI inh	N-glyco inh	ABCB6 inh MLPCN	H9c2 protect	MC4R antagonist
> CCCCOc1ccc(-c2ncc([N+](=O)[O-])cn2)cc1
→ 0.1	-1.4	-4.3	-0.1	-8.9	3.9	1.2	102.0	-3.9	3.8
> O=C(CCCCl)OCc1cn(-c2ccc(Cl)cc2)nn1
→ 1.8	-0.5	-4.0	-0.4	2.3	-1.2	-0.9	99.0	9.5	3.1
> CCc1nc2ccccc2c(C(=O)OCC(=O)N(CCOC)c2c(N)n(Cc3ccccc3)c(=O)[nH]c2=O)c1C
→ -8.2	-4.9	-2.3	-0.3	nt	-5.1	-3.7	98.0	3.0	15.3
> Cc1cccc(C)c1NC(=S)N1CCC(c2ccccc2)C1 (configuration not stated)
→ -7.8	-2.0	-2.6	0.1	?	5.0	-0.7	98.0	-4.9	11.4
> O=C(Nc1ccccc1)N(CCCN1CCOCC1)Cc1cc2cc3c(cc2[nH]c1=O)OCCO3
→ -2.6	-1.5	nt	0.1	-5.2	7.0	4.3	145.0	10.9	3.8
> CN(Cc1nc2ccccc2c(=O)[nH]1)C(=O)c1cccc(NC(=O)c2cccs2)c1
→ -1.3	-3.9	-10.1	0.0	-2.1	-6.3	-0.3	95.0	21.0	6.3
> O=C(CCSc1ccccc1Cl)Nc1cccc([N+](=O)[O-])c1
→ 4.7	3.5	-5.3	-0.3	-1.7	4.5	2.3	98.0	-1.3	1.0
> O=C(Nc1cc2c(cc1[N+](=O)[O-])OCCO2)c1cccnc1
→ -0.1	0.8	-10.2	0.8	1.6	-64.1	2.2	101.0	-2.1	-0.9
> O=C(NCCc1ccccc1)C(c1ccc(F)cc1)N(C(=O)c1csnn1)C1CC1 (configuration not stated)
→ -1.6	-0.2	-2.0	0.0	1.5	8.1	-1.4	98.0	5.2	24.0
> CCCCCC(=O)Nc1ccc(C(=O)N/N=C/c2ccc([N+](=O)[O-])cc2)cc1
→ 3.6	2.0	-4.6	-0.1	6.4	1.3	-1.9	99.0	4.6	12.8

Outcome played no part in choosing rows; 3.6% or so of the library scored in one or more.
